High-throughput results: PubChem BioAssay, University of Kansas High Throughput Screening Laboratory
Pf apPOL block – Pf-apPOL DNA polymerase inhibition | Recombinant Pf-apPOL, molecular beacon fluorescence, 1.5 h | inhibition, % at 10 µM | 210,000 compounds, 0.25% hits
mHTT-CaM PPI inh – disrupts binding of mutant huntingtin to calmodulin. P42858. 190,000 compounds, 3.6% hits. inhibition, % at 15 µM. AID 1671202. AlphaScreen His-mHTT/GST-CaM binding, luminescence;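 also: 0% = both proteins with DMSO and 100% = one protein alone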
Target sequence (P42858 whole entry, looked up, stated change not applied): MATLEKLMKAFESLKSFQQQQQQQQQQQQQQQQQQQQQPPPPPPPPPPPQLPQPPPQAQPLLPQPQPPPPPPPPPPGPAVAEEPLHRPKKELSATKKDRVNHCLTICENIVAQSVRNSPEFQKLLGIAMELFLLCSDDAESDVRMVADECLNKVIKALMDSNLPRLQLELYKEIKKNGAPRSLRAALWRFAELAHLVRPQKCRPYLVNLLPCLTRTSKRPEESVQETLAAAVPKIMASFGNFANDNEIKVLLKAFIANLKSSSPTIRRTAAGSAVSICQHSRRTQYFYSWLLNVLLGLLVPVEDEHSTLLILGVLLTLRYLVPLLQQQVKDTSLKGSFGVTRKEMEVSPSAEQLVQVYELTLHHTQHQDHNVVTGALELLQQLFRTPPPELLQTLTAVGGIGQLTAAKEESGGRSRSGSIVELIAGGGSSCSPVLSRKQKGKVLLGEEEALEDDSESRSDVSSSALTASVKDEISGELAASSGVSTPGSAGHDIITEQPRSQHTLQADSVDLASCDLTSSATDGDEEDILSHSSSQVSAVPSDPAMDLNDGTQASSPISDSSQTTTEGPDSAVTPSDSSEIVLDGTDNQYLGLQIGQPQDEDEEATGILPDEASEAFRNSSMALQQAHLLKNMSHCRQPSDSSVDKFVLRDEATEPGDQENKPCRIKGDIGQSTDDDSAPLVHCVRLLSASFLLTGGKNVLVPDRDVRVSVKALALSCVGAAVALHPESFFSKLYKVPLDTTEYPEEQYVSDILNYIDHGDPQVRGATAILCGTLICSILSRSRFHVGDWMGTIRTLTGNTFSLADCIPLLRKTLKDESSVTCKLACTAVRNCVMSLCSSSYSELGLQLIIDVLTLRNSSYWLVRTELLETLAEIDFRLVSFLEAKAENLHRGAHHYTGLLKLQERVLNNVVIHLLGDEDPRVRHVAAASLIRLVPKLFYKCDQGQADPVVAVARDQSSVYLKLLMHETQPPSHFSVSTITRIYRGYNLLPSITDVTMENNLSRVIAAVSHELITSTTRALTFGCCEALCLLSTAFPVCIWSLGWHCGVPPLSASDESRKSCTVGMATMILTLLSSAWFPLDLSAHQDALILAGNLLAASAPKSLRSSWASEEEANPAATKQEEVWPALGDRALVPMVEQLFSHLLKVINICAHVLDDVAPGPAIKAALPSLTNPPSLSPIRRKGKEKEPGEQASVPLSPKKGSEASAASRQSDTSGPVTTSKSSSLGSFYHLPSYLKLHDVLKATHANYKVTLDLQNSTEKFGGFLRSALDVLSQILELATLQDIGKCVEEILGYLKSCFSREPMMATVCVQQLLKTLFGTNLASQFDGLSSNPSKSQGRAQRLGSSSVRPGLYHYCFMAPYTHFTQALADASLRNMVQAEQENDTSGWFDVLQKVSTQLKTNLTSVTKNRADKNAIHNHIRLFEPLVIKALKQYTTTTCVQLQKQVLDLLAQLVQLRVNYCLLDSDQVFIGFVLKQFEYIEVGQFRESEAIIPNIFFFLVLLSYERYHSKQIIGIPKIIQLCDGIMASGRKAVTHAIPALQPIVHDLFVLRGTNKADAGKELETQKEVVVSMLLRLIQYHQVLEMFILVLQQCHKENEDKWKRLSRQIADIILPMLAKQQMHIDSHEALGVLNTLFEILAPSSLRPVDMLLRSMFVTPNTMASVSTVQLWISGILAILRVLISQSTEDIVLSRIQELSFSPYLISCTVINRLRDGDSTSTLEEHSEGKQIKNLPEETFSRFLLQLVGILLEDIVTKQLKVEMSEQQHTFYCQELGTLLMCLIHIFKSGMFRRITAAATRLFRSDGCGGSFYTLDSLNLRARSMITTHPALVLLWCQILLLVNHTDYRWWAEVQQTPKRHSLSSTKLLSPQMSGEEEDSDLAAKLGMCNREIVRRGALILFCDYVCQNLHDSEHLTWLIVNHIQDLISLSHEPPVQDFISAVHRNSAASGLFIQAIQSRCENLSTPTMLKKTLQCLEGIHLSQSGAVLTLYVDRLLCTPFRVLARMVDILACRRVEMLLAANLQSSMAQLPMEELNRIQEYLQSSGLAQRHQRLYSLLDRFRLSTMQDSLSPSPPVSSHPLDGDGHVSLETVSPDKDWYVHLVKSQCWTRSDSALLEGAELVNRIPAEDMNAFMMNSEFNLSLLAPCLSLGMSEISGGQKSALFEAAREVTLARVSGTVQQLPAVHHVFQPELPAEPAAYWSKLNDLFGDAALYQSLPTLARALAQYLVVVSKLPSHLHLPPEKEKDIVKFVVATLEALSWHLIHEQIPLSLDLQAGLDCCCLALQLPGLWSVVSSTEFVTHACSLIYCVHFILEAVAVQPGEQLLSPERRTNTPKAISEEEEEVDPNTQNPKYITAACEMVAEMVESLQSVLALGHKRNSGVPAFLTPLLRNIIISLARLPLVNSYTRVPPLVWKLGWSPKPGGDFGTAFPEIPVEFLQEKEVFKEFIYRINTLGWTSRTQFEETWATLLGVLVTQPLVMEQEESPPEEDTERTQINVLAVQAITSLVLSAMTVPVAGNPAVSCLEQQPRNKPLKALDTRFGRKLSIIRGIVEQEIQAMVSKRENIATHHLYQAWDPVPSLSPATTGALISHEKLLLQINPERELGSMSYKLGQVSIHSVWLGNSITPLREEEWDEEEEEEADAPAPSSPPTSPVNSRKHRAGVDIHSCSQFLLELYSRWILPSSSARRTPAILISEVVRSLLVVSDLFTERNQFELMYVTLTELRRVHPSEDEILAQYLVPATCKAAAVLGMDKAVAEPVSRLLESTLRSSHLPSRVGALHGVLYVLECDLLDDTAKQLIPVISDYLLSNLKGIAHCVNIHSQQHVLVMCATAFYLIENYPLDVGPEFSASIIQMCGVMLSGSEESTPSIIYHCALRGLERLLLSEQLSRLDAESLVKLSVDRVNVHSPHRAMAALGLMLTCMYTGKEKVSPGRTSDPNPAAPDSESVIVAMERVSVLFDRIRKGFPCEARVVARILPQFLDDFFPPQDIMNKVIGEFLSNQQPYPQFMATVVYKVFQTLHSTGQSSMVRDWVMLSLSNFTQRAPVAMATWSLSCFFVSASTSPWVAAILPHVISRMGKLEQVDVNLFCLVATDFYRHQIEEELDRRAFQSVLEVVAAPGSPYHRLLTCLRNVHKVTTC
* hit, by the source's call; / = not tested or not shown; & = joins results of further samples. Rule as the data show it: active = inhibition above about 50%; inactive = the rest. No enrichment for hits; overall some 3.5% were active at least once.

SMILES	Pf apPOL block	mHTT-CaM PPI inh
CCOc1ccc(NC(=O)c2cn(CC)c3nc(C)ccc3c2=O)cc1	-7	-1
CC(C)[C@@H](CC#N)N1CCN(Cc2ccccc2)CCC1=O	2	-5
O=C(O)c1cccc(N2C(=O)CCC2=O)c1	3	-2
Cc1nc2ccccc2c(=O)n1CC(C)C	-1	-10
NC(CS(=O)(=O)Cc1ccc(F)cc1)=NOC(=O)c1cccs1	0	/
CCOc1ccc(CNC(=O)c2ccc3c(c2)nc2n3CCCCC2)cc1	3	29
CCOc1ccc(CN(CCc2ccc3c(c2)OCO3)Cc2cc(OC)c(OC)c(OC)c2)cc1	-5	11
CC(NC(=O)Cn1ccc2sccc2c1=O)c1ccccc1 (stereo not drawn)	-3	-1
CC(=NCc1ccc(F)cc1)C1=C(O)c2ccccc2C1=O	2	-12
O=C(Nc1cccc(-c2nc3ccccc3s2)c1)C(F)(F)F	-2	-4
Cc1cccc(C)c1OCC(O)CN1CCN(CCO)CC1 (stereo not drawn)	2	-8
CC(c1ccccc1)c1nc(-c2ccc(=O)[nH]c2)no1 (stereo not drawn)	-1	-5
Cc1ccc(CNS(=O)(=O)c2cc(C(=O)Nc3ccc(Br)cc3)ccc2F)cc1	0	4
O=C(c1cn2cc(Cl)ccc2n1)N1CCN(C2CCCCC2)CC1	-4	0
COc1cccc2cc(C(=O)NCc3cccnc3)oc12	-8	-13
Cc1nc(-c2ccccc2)nc2c1CC(=O)N2Cc1cccnc1	-48	33
O=C(Nc1cccc(Cl)c1)N1CCC(N2CCN(Cc3ccccc3)C2=O)CC1	-7	0
O=C(Nc1nnc2ccccn12)c1cc(F)cc(F)c1	-11	82*
CC(NC(=O)CSc1nc2ccccc2s1)c1ccccc1 (stereo not drawn)	2	-6
O=C(CCNC(=O)c1ccccc1F)NCc1cccnc1	-5	-5

Another view of 2 compounds above:
The line under a structure holds: Pf apPOL block	mHTT-CaM PPI inh
CC(NC(=O)Cn1ccc2sccc2c1=O)c1ccccc1 (stereo not drawn)
  -3	-1
CC(=NCc1ccc(F)cc1)C1=C(O)c2ccccc2C1=O
  2	-12

4 of the compounds above, field by field.
SMILES: O=C(Nc1cccc(Cl)c1)N1CCC(N2CCN(Cc3ccccc3)C2=O)CC1
  Pf apPOL block: -7 | mHTT-CaM PPI inh: 0

SMILES: CCOc1ccc(NC(=O)c2cn(CC)c3nc(C)ccc3c2=O)cc1
  Pf apPOL block: -7 | mHTT-CaM PPI inh: -1

SMILES: O=C(CCNC(=O)c1ccccc1F)NCc1cccnc1
  Pf apPOL block: -5 | mHTT-CaM PPI inh: -5

SMILES: CC(NC(=O)CSc1nc2ccccc2s1)c1ccccc1 (stereo not drawn)
  Pf apPOL block: 2 | mHTT-CaM PPI inh: -6

Later entries.
SMILES	Pf apPOL block	mHTT-CaM PPI inh
COc1ccccc1-c1ccc(N2CCC(C(=O)Nc3cc(C)ns3)CC2)nn1	-44	-1
O=C(CS(=O)(=O)Nc1ccc(Cl)cc1)Nc1ccc(Cl)cc1	-7	/
Cc1cc(C)c2c(n1)sc1c(=O)n(CC(=O)Nc3ccc(F)c(F)c3)c(C)nc12	-11	1
CCOc1ccc(C(=O)Nc2ccc3oc(-c4ccc(F)cc4)nc3c2)cc1[N+](=O)[O-]	3	0
CCCCOc1ccc(/C=C2/C=C(c3ccccc3)OC2=O)cc1	-1	7
Cc1cc(C(F)(F)F)nc(NCCc2ccccc2)n1	-2	-53
O=C(C1CCN(c2cn[nH]c(=O)c2)CC1)N1CCSCC1	-5	-1
CC1(C(=O)NCc2ccc(F)cc2)CCCN(C(=O)c2ccc(Br)cc2)C1 (stereo not drawn)	6	36
COc1ccccc1-c1ncnn1-c1cccc(Cl)c1C	-1	-3
CCCn1ncc(N2CCC(C(=O)Nc3ccccc3CC)CC2)cc1=O	0	2
CC(C)(C)S(=O)(=O)c1ccc(S(=O)(=O)C(C)(C)C)cc1	-2	-1&3
Cc1ccsc1CN1CCN(c2ccccn2)CC1	-7	-2
COc1cc(OC)c(NC(=O)N2CCCC2c2cc(C)no2)cc1Cl (stereo not drawn)	-3	-4
O=S(=O)(O)Oc1c[nH]c2ccccc12	-33	/
COc1cc(C)c(C)cc1S(=O)(=O)Nc1ccc(CC(=O)NCc2cccs2)cc1	21	0
COCCCNC(=O)C1(C)CCC(=O)N1c1ccccc1OC (stereo not drawn)	4	-4
COc1ccc(NC(=O)N2CC(C)Oc3ccc(C)cc32)cc1OC (stereo not drawn)	-6	-1
COC(=O)c1cnc(SCC(=O)Nc2cccc(Cl)c2)n1C	-3	/
O=C(Oc1nsnc1N1CCOCC1)N1CCOCC1	/	-2
O=C(NC1(C(F)(F)F)Oc2ccc(Cl)cc2O1)N1CCCCC1 (stereo not drawn)	1	4
CC(=O)N1CCN(c2ccc([N+](=O)[O-])cc2Cl)CC1C (stereo not drawn)	-12	-1
CCCN(CCC)C(=O)c1c[nH]c2ccc(S(=O)(=O)N(CC)c3ccc(F)cc3)cc2c1=O	-4	30
COCCn1cc2c3c(cccc31)CN(C(=O)Nc1cccc(Br)c1)CC2	-4	-11
O=S(=O)(Cc1ccc(F)cc1)NCCc1csc2nc(-c3cccs3)nn12	-14	-9
Cc1ccc(NC(=O)c2cncc(Br)c2)c(O)c1	-21	-1
CN1C(=O)c2cc(NC(=O)OCc3ccccc3)ccc2Oc2ccccc21	-8	7
O=C(c1cc2ccccc2[nH]1)N1CCC2(CC1)NC(=O)N(Cc1ccccc1)C2=O	-6	24
CC(C)CC(=O)Nc1ccc(S(N)(=O)=O)cc1	-1	3
COc1ccc(C2CN(C(=O)c3ccccc3F)CC2C(=O)N2CCCC2)cc1 (stereo not drawn)	-8	15
COc1nn(C)cc1C(=O)N1Cc2nn(C(C)(C)C)c(-n3cccc3)c2C1	-4	-6
CCn1c(=O)c2c(ncn2C(C)c2ccccc2)n(-c2ccc(C)cc2)c1=O (stereo not drawn)	1	6
O=C(Nc1nc(C(=O)N2CCN(C(=O)c3ccco3)CC2)co1)c1ccsc1	4	-7
COc1cccc(C2=NOC(C(=O)Nc3c(C)n(C)n(-c4ccccc4)c3=O)C2)c1 (stereo not drawn)	0	2
O=C(Nc1ccc(Sc2cccs2)cc1)c1ccc(Cl)cc1	-3	/
Cc1oc(C2CCN(C(=O)c3ccc(Cl)cc3)CC2)nc1C(=O)N(C)C	-10	9
CCCCc1sc(/C=C(/C#N)C(N)=S)cc1[N+](=O)[O-]	/	48
O=C(Nc1c2c(nn1-c1ccc([N+](=O)[O-])cc1)CSC2)c1ccco1	17	28
COc1ccc(C(=O)COC(=O)c2cc3cccc(OC)c3oc2=O)cc1OC	-5	-8
O=C(Nc1cccc([N+](=O)[O-])c1)c1cc(S(=O)(=O)Nc2ccccc2)ccc1Cl	-4	29
Cc1ccc(S(=O)(=O)NC(CN2CCCC2)=NCCNS(=O)(=O)c2ccccc2)cc1	0	10

Individual results from the list:
`CCOc1ccc(CNC(=O)c2ccc3c(c2)nc2n3CCCCC2)cc1` in mHTT-CaM PPI inh is entered as 29
`O=C(C1CCN(c2cn[nH]c(=O)c2)CC1)N1CCSCC1` in mHTT-CaM PPI inh is entered as -1
`COc1ccc(C(=O)COC(=O)c2cc3cccc(OC)c3oc2=O)cc1OC` in Pf apPOL block is entered as -5
`CCCCOc1ccc(/C=C2/C=C(c3ccccc3)OC2=O)cc1` in mHTT-CaM PPI inh is entered as 7

Entries of single compounds, looked up by structure:
`COc1cccc(C2=NOC(C(=O)Nc3c(C)n(C)n(-c4ccccc4)c3=O)C2)c1` (stereo not drawn) is entered as Pf apPOL block = 0; mHTT-CaM PPI inh = 2
`O=C(c1cc2ccccc2[nH]1)N1CCC2(CC1)NC(=O)N(Cc1ccccc1)C2=O` is entered as Pf apPOL block = -6; mHTT-CaM PPI inh = 24
`CCCN(CCC)C(=O)c1c[nH]c2ccc(S(=O)(=O)N(CC)c3ccc(F)cc3)cc2c1=O` is entered as Pf apPOL block = -4; mHTT-CaM PPI inh = 30

(list continues)
SMILES	Pf apPOL block	mHTT-CaM PPI inh
Cc1c(Cl)cccc1NC(=O)CCN1CCCC(C)C1 (stereo not drawn)	-6	-4
O=C(NNc1ccccc1C(F)(F)F)c1c(F)cccc1Cl	-9&1	/
Cn1c(=O)c2c(nc(NCCO)n2Cc2cccc(C(F)(F)F)c2)n(C)c1=O	-1	3
CCN(CC)Cc1c(O)ccc2c(=O)c(Oc3ccc(C(=O)OC)cc3)c(C)oc12	-2	-1
NC(=O)COc1cccc(/C=C2\CC/C(=C\c3cccc(OCC(N)=O)c3)C2=O)c1	-5	23
Nc1ccc(-c2ccc3ccccc3n2)cc1	0	/
Cc1cc(C)n(-c2ccc(SCC(=O)Nc3ccc(Cl)cc3)nn2)n1	-2	/
CC1(C)CC(=O)C2=C(C1)Nc1nc(SCc3ccccc3F)nn1C2c1ccncc1 (stereo not drawn)	-9	-5
Cc1ccc(CN2C(=O)NC3(CCN(C(=O)c4cc(F)ccc4Cl)CC3)C2=O)cc1	-1	15
O=C(c1cc2c(s1)CN(C1CCCC1)C2)N1CCCCCC1	-1	-1
CN(C)c1cccc(C(=O)Nc2cnc(N3CCCC3)nc2)c1	-1	5
COc1ccc([C@H]2C[C@H](O)[C@@H](n3cc(-c4ccc(F)cc4)nn3)CN2C(=O)c2cccs2)cc1	-3	10
Cc1ccc(CNC(=O)c2oc3ccc(S(=O)(=O)N4CC(C)CC(C)C4)cc3c2C)cc1 (stereo not drawn)	-10	-4
O=S(=O)(Nc1cccc(O)c1)c1ccc(Cl)cc1	-8	11
CCOc1ccc(OCC)c(N2C=C(C#N)S(=O)(=O)c3c(F)cccc32)c1	-4	-3
Cc1ccc(SCc2ccc(C(=O)Nc3ccc(C)cc3O)cc2)cc1	-7&-5	/
Cc1ccc(C2=NC3C=CC=CC3SC(c3cccc([N+](=O)[O-])c3)C2)cc1 (stereo not drawn)	-5	2
Oc1oc(-c2ccc(Br)cc2)nc1C=Nc1ccccc1Br	6	-6
COc1ccc(N(C)S(=O)(=O)c2ccc(C)cc2)c([N+](=O)[O-])c1	-8	1
CCc1cc(C2CCCN2C(=O)Cc2ccc(OC)c(OC)c2)on1 (stereo not drawn)	-1	-2
Cc1c(Cl)cccc1N1CCC(C(=O)NCc2ccccc2)C1=O (stereo not drawn)	-2	-9
COCCN1C(=O)CCc2cc(NC(=O)c3ccc(C)c(C)c3)ccc21	-8	6
COc1ccc(NCCNc2ccc(OC)cc2)cc1	-6	10
O=C(COc1ccccc1F)Nc1nc(-c2cccs2)c(NC(=O)c2ccccc2)s1	-1	35
COc1ccccc1/C=C1/SC(=Nc2ccc(C)cc2)NC1=O	-2	12
COc1ccc(-c2cc(C(=O)N3CCCC3c3c(C)noc3C)on2)cc1 (stereo not drawn)	5	7
Cc1nc(C(=O)ON=C(N)c2c(-c3c(Cl)cccc3Cl)noc2C)cs1	4	/
Cc1cccc(N2CCC(C(=O)N3CCCC3)C2=O)c1C (stereo not drawn)	-2	-1
COc1ccccc1NC(=NS(=O)(=O)Cc1ccccc1)Nc1nc(C)cc(C)n1	-3	-1
COc1ccc(S(=O)(=O)N2CCC(C(=O)NCc3ccccn3)CC2)cc1	-4	2
CCOC(=O)Cc1ccc(NC(=O)N2CCCC2c2ccccc2Cl)cc1 (stereo not drawn)	-3	-1
COc1ccc(C(=O)N2CCC(c3noc(-c4ccccc4C)n3)CC2)cc1	2	-2
CSCCC(NC(=O)/C(=C/c1ccc2c(c1)OCO2)NC(=O)c1ccco1)C(=O)O (stereo not drawn)	40	-2
COc1ccc2[nH]cc(CCNC(C)=O)c2c1	-9	/
COc1ccc(Cl)cc1C(=O)Nc1ccc(C)cc1[N+](=O)[O-]	-1	-5
COc1cccc(OC)c1C(=O)N1CCC(C(=O)O)CC1	-1	6
N#CC1=C(N)C(C#N)(C#N)C(c2ccc[nH]2)C2CCCC=C12 (stereo not drawn)	-4	11&8
Clc1ccc(-c2csc3ncnc(NCc4ccncc4)c23)cc1	-10	8
COc1cc(C(O)C[N+](=O)[O-])ccc1OCc1ccccc1 (stereo not drawn)	-3	9
Cc1ccc(NC(=O)COc2nc(C)nc3ccccc23)c(C)c1	-1	4
O=C(Nc1ccccc1[N+](=O)[O-])c1cc(S(=O)(=O)NC2CCCCC2)c(Cl)cc1Cl	-4	58*
CC(=O)Nc1nonc1N1C(=N)S/C(=C\c2ccc(-c3ccc(Cl)c([N+](=O)[O-])c3)o2)C1=O	-3	26
COCc1cc(=O)[nH]c(SCC(=O)C(C)(C)C)n1	-2	/
CC(C)c1noc(-c2cccnc2N2CCCN(Cc3ccc(F)cc3)CC2)n1	3	-21
Cc1ccc2cc(NC(=O)c3cc(-c4ccccc4)oc3C)ccc2n1	-3	/
COc1ccc(CCN2C(=O)CCC2(C)C(=O)NCc2ccccc2)c(OC)c1 (stereo not drawn)	-2	12
Cc1sccc1C1C(C#N)=C(N)N(c2ccc([N+](=O)[O-])cc2Cl)C2=C1C(=O)CC(C)(C)C2 (stereo not drawn)	-2	38
O=[N+]([O-])c1ccc(Cl)c(N2CCCC2)c1	/	31
CN(C)C=C1Cc2ccccc2C1=O	-11	/
CCC1CN2C=NC(N3CCN(C(=O)NCc4cccc(F)c4)CC3)=CC2=N1 (stereo not drawn)	-3	4
CC(=O)N1CCc2nn(CC(=O)Nc3ccccc3C(C)C)c(=O)cc2C1	-7	-11
Cc1noc(C)c1C1CCCN1C(=O)Nc1ccccc1 (stereo not drawn)	-1	4
Cn1cnnc1SCC(=O)Nc1ccc(/C=C/c2ccccc2)cc1	-6	4
O=C(NCc1ccco1)/C(=C\c1cccc([N+](=O)[O-])c1)NC(=O)c1ccc(Br)o1	-11	9
